NSD2 inh: inhibitors of human NSD2 methyltransferase | O96028 | NSD2-SET H3K36me1 DELFIA fluorescence, biochemical | inhibition, % at 12.5 µM | actives 0.07% (n = 44,000); in the data active = inhibition above about 54%, passing the limit was not always enough;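 also: inhibitors reduce the monomethyl H3K36 fluorescence signal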
Target sequence (O96028 whole entry, looked up): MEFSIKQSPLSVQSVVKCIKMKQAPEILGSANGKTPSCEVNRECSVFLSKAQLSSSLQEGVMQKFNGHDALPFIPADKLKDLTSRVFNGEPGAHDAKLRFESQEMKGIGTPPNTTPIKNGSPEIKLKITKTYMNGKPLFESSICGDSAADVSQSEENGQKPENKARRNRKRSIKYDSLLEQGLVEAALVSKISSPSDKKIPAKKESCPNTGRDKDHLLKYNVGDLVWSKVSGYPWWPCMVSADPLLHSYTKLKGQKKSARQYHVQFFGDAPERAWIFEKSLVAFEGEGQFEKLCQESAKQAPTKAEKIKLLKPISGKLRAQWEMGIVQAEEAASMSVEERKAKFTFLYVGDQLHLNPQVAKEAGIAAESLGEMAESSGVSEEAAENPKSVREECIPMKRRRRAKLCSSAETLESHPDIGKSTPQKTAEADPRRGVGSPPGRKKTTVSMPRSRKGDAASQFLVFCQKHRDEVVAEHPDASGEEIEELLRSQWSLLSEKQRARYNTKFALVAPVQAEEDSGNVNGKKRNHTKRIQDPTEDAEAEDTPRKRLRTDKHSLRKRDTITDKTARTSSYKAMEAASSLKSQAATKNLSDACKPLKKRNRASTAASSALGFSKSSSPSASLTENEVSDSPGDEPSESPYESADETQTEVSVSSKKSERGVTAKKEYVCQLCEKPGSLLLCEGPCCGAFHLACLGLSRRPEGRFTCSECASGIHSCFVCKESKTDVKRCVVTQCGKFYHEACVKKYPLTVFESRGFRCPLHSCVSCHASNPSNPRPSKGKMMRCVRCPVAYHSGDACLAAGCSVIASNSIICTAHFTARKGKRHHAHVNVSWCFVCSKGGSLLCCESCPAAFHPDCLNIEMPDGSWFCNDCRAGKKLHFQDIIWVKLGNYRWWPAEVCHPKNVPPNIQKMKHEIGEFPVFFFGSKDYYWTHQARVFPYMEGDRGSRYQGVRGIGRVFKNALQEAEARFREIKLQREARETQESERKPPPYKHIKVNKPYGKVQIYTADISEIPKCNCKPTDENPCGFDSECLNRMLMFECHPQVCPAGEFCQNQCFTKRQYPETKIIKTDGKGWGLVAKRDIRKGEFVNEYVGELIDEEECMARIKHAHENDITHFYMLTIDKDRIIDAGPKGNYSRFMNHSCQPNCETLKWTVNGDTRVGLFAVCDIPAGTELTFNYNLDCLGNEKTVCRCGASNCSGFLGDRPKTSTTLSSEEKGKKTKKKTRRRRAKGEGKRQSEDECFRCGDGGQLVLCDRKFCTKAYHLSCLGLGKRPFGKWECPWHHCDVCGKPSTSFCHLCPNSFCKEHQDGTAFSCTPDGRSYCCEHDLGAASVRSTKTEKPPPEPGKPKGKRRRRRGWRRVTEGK
* marks the source's active call; other numbers are inactive results. Only part of the results is shown. The share of hits here may be higher or lower than overall.

SMILES	NSD2 inh
O=C(C[C@@H]1C[C@@H]2c3cc(NC(=O)NC4CCCC4)ccc3O[C@@H]2[C@@H](CO)O1)NCc1ccccc1F	5.4
C[C@H]1CN([C@@H](C)CO)C(=O)Cc2cc(NC(=O)CCCCCC(=O)Nc3ccccc3N)ccc2O[C@@H]1CN(C)C(=O)NC1CCCCC1	3.9
CNC[C@@H]1Oc2c(NS(=O)(=O)c3cn(C)cn3)cccc2C(=O)N([C@H](C)CO)C[C@H]1C	8.0
COc1ccc(CN(C)C[C@@H]2Oc3ccc(NS(=O)(=O)c4ccc(Cl)cc4)cc3C(=O)N([C@H](C)CO)C[C@@H]2C)cc1	-2.4
C[C@H](CO)N1C[C@H](C)[C@@H](CN(C)Cc2ccc3c(c2)OCO3)OCCCC[C@H](C)Oc2ccc(NS(=O)(=O)c3cn(C)cn3)cc2C1=O	3.2
C[C@@H]1CCCCO[C@H](CN(C)C(=O)Nc2ccc3c(c2)OCO3)[C@@H](C)CN([C@H](C)CO)C(=O)c2cc(NC(=O)Nc3ccc(F)cc3)ccc2O1	7.0
O=C(N[C@@H](CO)[C@H](O)c1ccc([N+](=O)[O-])cc1)C(Cl)Cl	0.5
C[C@H](CO)N1C[C@H](C)[C@H](CN(C)C(=O)Nc2ccc(F)cc2)Oc2c(NS(C)(=O)=O)cccc2C1=O	7.2
CC(C)CC#Cc1cnc2c(c1)C(=O)N([C@H](C)CO)C[C@@H](C)[C@H](CN(C)S(=O)(=O)c1cn(C)cn1)O2	0.1
Cc1ccc(S(=O)(=O)Nc2ccc3c(c2)C(=O)N([C@@H](C)CO)C[C@H](C)[C@@H](CN(C)S(=O)(=O)c2ccc(Cl)cc2)O3)cc1	-0.9
C[C@H]1CN([C@@H](C)CO)C(=O)c2cc(NC(=O)C3CC3)ccc2O[C@@H]1CN(C)Cc1ccc(C(=O)Nc2ccccc2N)cc1	0.3
C[C@H]1CN([C@@H](C)CO)C(=O)Cc2cc(NC(=O)C3CC3)ccc2O[C@H]1CN(C)C(=O)Nc1ccc(F)cc1	-0.9
CC(C)NC(=O)N(C)C[C@@H]1Oc2ccc(NS(=O)(=O)c3cccs3)cc2CC(=O)N([C@H](C)CO)C[C@@H]1C	3.2
COc1ccc(S(=O)(=O)Nc2ccc3c(c2)CC(=O)N([C@@H](C)CO)C[C@@H](C)[C@@H](CN(C)Cc2ccc(C(=O)Nc4ccccc4N)cc2)O3)cc1	2.1
C[C@@H]1CCCCO[C@H](CN(C)S(C)(=O)=O)[C@@H](C)CN([C@H](C)CO)C(=O)c2cc(NS(=O)(=O)c3ccccc3)ccc2O1	-0.9
Cc1ccccc1-c1ccc2c(c1)O[C@H](CN(C)C(=O)Nc1ccccc1)[C@@H](C)CN([C@@H](C)CO)S2(=O)=O	-6.9
CC(C)NC(=O)Nc1ccc2c(c1)CC(=O)N([C@H](C)CO)C[C@@H](C)[C@H](CN(C)C(=O)Nc1ccc(F)cc1)O2	3.6
C[C@@H]1CCCCO[C@H](CN(C)C(=O)NC2CCCCC2)[C@@H](C)CN([C@H](C)CO)C(=O)c2cc(NC(=O)c3ccncc3)ccc2O1	0.0
C[C@H]1CN([C@@H](C)CO)C(=O)c2cc(NC(=O)C3CCCCC3)ccc2O[C@H]1CN(C)C(=O)NC1CCCCC1	-2.1
C/C=C/c1cnc2c(c1)C(=O)N([C@H](C)CO)C[C@H](C)[C@@H](CN(C)S(=O)(=O)c1ccc(OC)cc1)O2	0.4
C[C@H](CO)N1C[C@H](C)[C@@H](CN(C)C(=O)Nc2ccc(F)cc2)Oc2ccc(NC(=O)Nc3ccc(C(F)(F)F)cc3)cc2CC1=O	-3.8
O=S(=O)(NC1CCN(Cc2ccc(OCCO)cc2)CC1)c1cccc2cccnc12	5.1
C[C@@H]1CN([C@H](C)CO)C(=O)c2cccc(NS(=O)(=O)c3cn(C)cn3)c2O[C@H]1CN(C)S(=O)(=O)c1ccc(Cl)cc1	0.3
Cc1ccc(-c2cnc3c(c2)C(=O)N([C@@H](C)CO)C[C@@H](C)[C@H](CN(C)C(=O)Cc2cccnc2)O3)cc1	0.9

Shown in CSV form: five of the compounds above
SMILES,NSD2 inh
O=C(N[C@@H](CO)[C@H](O)c1ccc([N+](=O)[O-])cc1)C(Cl)Cl,0.5
C[C@H](CO)N1C[C@H](C)[C@H](CN(C)C(=O)Nc2ccc(F)cc2)Oc2c(NS(C)(=O)=O)cccc2C1=O,7.2
CC(C)CC#Cc1cnc2c(c1)C(=O)N([C@H](C)CO)C[C@@H](C)[C@H](CN(C)S(=O)(=O)c1cn(C)cn1)O2,0.1
Cc1ccc(S(=O)(=O)Nc2ccc3c(c2)C(=O)N([C@@H](C)CO)C[C@H](C)[C@@H](CN(C)S(=O)(=O)c2ccc(Cl)cc2)O3)cc1,-0.9
C[C@H]1CN([C@@H](C)CO)C(=O)c2cc(NC(=O)C3CC3)ccc2O[C@@H]1CN(C)Cc1ccc(C(=O)Nc2ccccc2N)cc1,0.3

Additional records
SMILES	NSD2 inh
C[C@H]1CN([C@@H](C)CO)C(=O)c2cc(C#Cc3ccccn3)cnc2O[C@H]1CN(C)CC1CCOCC1	-4.1
COc1cc2c(c(OC)c1OC)CCc1cc(O)c(O)cc1-2	8.0
CCOc1ccc(N2C(=O)/C(=C/c3ccc(F)cc3)N=C2SC(CC)C(=O)N2CCOCC2)cc1 (centres undefined)	-6.5
C[C@H](CO)N1C[C@H](C)[C@H](CN(C)CC2CC2)Oc2cc(Br)ccc2S1(=O)=O	3.9
COc1ccccc1-c1ccc2c(c1)O[C@@H](CN(C)C(C)=O)[C@@H](C)CN([C@H](C)CO)S2(=O)=O	7.4
C[C@H]1CN([C@@H](C)CO)C(=O)c2cc(C3=CCCCC3)cnc2O[C@@H]1CN(C)Cc1ccccc1	9.4
CC(C)CC#Cc1cnc2c(c1)C(=O)N([C@@H](C)CO)C[C@@H](C)[C@@H](CN(C)Cc1ccccc1C(=O)O)O2	-1.9
Cc1noc(C)c1NC(=O)N(C)C[C@H]1Oc2ccc(NC(=O)NC(C)C)cc2CC(=O)N([C@@H](C)CO)C[C@H]1C	0.9
CC(=O)N(C)C[C@@H]1Oc2cc(C#CCN(C)C)ccc2S(=O)(=O)N([C@H](C)CO)C[C@@H]1C	3.6
O=C(C[C@H]1C[C@@H]2c3cc(NC(=O)C4CCOCC4)ccc3O[C@@H]2[C@@H](CO)O1)NCC1CC1	0.9
C[C@@H]1CN([C@@H](C)CO)C(=O)c2cc(NS(C)(=O)=O)ccc2O[C@@H](C)CCCCO[C@H]1CN(C)S(=O)(=O)c1cccs1	10.8
COc1cccc(S(=O)(=O)N(C)C[C@H]2OCc3cnnn3CCCC(=O)N([C@@H](C)CO)C[C@@H]2C)c1	13.0
C[C@@H]1CCCCO[C@H](CN(C)S(=O)(=O)c2ccc(F)cc2)[C@H](C)CN([C@H](C)CO)C(=O)c2cc(NS(=O)(=O)c3ccc(Cl)cc3)ccc2O1	-10.0
COc1ccccc1C#Cc1ccc2c(c1)O[C@@H](CN(C)C(C)=O)[C@@H](C)CN([C@H](C)CO)S2(=O)=O	0.5
O=C1N(Cc2ccccc2)Cc2ccccc2C[C@]12N=C(c1ccc(OCCCO)cc1)O[C@@H]2c1ccccc1	-4.9
CC(C)CC#Cc1ccc2c(c1)O[C@H](CN(C)C(=O)c1cccc(F)c1)[C@@H](C)CN([C@H](C)CO)S2(=O)=O	-8.5
COc1ccccc1S(=O)(=O)N(C)C[C@@H]1Oc2cc(C#CCC(C)C)ccc2S(=O)(=O)N([C@@H](C)CO)C[C@H]1C	1.5
COc1cccc(C#Cc2cnc3c(c2)C(=O)N([C@@H](C)CO)C[C@@H](C)[C@@H](CN(C)C(=O)C2CCCCC2)O3)c1	2.2
COc1ccc(NC(=O)N(C)C[C@H]2Oc3ncc(-c4cccnc4)cc3C(=O)N([C@H](C)CO)C[C@@H]2C)cc1	-3.0
CCCC#Cc1cnc2c(c1)C(=O)N([C@@H](C)CO)C[C@H](C)[C@@H](CN(C)S(=O)(=O)c1cccc(OC)c1)O2	-3.5
CS(=O)(=O)Nc1ccc2c(c1)[C@H]1C[C@H](CC(=O)NCC3CC3)O[C@H](CO)[C@H]1O2	-4.9
C[C@H](CO)N1C[C@H](C)[C@H](CN(C)C(=O)NC2CCCCC2)Oc2ncc(-c3ccccc3)cc2C1=O	0.7
CC(C)CC#Cc1cnc2c(c1)C(=O)N([C@@H](C)CO)C[C@@H](C)[C@@H](CN(C)C(=O)c1cnccn1)O2	-3.8
C[C@@H]1CN([C@@H](C)CO)C(=O)c2cccc(NS(=O)(=O)c3ccccc3)c2O[C@H]1CN(C)C(=O)Nc1ccc(C(F)(F)F)cc1	3.0
COc1ccc(NC(=O)N(C)C[C@H]2Oc3ccc(NC(=O)NC4CCCCC4)cc3CC(=O)N([C@H](C)CO)C[C@H]2C)cc1	4.5
C[C@@H]1CN([C@H](C)CO)C(=O)c2cccc(NC(=O)C3CCOCC3)c2O[C@@H]1CN(C)C	0.4
C[C@@H]1CN([C@H](C)CO)C(=O)c2cccc(NC(=O)C3CCCCC3)c2O[C@H]1CN(C)Cc1ccccc1	0.5
C[C@@H]1CCCCO[C@@H](CN(C)C(=O)Nc2ccccc2)[C@@H](C)CN([C@H](C)CO)C(=O)c2cc(NS(=O)(=O)c3cn(C)cn3)ccc2O1	7.3
C[C@H](CO)N1C[C@H](C)[C@@H](CN(C)C(=O)CCC(F)(F)F)OCCCC[C@H](C)Oc2ccc(NS(C)(=O)=O)cc2C1=O	-0.9
O=C(C[C@H]1C[C@H]2c3cc(NC(=O)CC4CC4)ccc3O[C@H]2[C@@H](CO)O1)NCc1cc(F)ccc1F	1.2
CC(C)NC(=O)N[C@@H]1CC[C@@H](CC(=O)NCCCN(C)C)O[C@H]1CO	5.8
C[C@H]1CN([C@@H](C)CO)C(=O)Cc2cc(N(C)C)ccc2O[C@@H]1CN(C)C	6.6
CNC[C@H]1Oc2ccc(NS(=O)(=O)c3ccccc3)cc2CC(=O)N([C@@H](C)CO)C[C@@H]1C	3.4
Cn1c(=O)[nH]c2ncn(C)c2c1=O	1.0
C[C@H](CO)N1C[C@H](C)[C@H](CN(C)Cc2ccc(C(F)(F)F)cc2)Oc2ccc(NC(=O)Nc3cccc4ccccc34)cc2C1=O	-2.6
CC(C)NC(=O)N(C)C[C@H]1OCc2cnnn2CCCC(=O)N([C@@H](C)CO)C[C@H]1C	0.1
O=C(CCCCCCC(=O)Nc1ccccc1O)N/N=C/c1cc(Cl)cc(Cl)c1O	-5.6
C[C@H](CO)N1C[C@H](C)[C@@H](CN(C)Cc2ccc(C(F)(F)F)cc2)OCc2cnnn2CCCC1=O	-4.8
COc1ccc(NC(=O)Nc2ccc3c(c2)C(=O)N([C@@H](C)CO)C[C@@H](C)[C@@H](CN(C)Cc2ccc(C(=O)Nc4ccccc4N)cc2)O3)cc1	-2.1
C[C@@H]1CN([C@@H](C)CO)C(=O)c2cccc(NC(=O)CCCCCC(=O)Nc3ccccc3N)c2O[C@@H]1CN(C)S(=O)(=O)c1ccc(F)cc1	-3.2
COCCOC(=O)N1C(=O)[C@@]2(c3cc(C#Cc4ccc(OC)cc4)ccc31)[C@H](c1ccc(OCCO)cc1)N1[C@H](c3ccccc3)[C@H](c3ccccc3)OC(=O)[C@H]1[C@@H]2C(=O)N1CCN(c2ncccn2)CC1	1.6
O=C(C[C@H]1C=C[C@@H](NS(=O)(=O)c2ccc(F)cc2)[C@@H](CO)O1)NCc1ccncn1	9.3
COc1ccc(CN(C)C[C@@H]2OCCCC[C@H](C)Oc3ccc(NC(=O)Nc4c(C)noc4C)cc3C(=O)N([C@@H](C)CO)C[C@H]2C)cc1	3.2
COc1ccc(S(=O)(=O)N(C)C[C@H]2Oc3ccc(NS(C)(=O)=O)cc3CC(=O)N([C@@H](C)CO)C[C@H]2C)cc1	-0.6
O=C(C[C@@H]1C[C@H]2c3cc(NC(=O)Cc4ccncc4)ccc3O[C@H]2[C@H](CO)O1)NCc1ccccn1	-5.8
CNC[C@H]1Oc2ccc(NC(=O)Nc3ccc(OC)cc3)cc2CC(=O)N([C@H](C)CO)C[C@@H]1C	-1.8
COc1ccc(-c2ccc3c(c2)O[C@H](CN(C)C(C)=O)[C@H](C)CN([C@H](C)CO)S3(=O)=O)cc1	-66.7
C[C@H](CO)N1C[C@H](C)[C@@H](CN(C)C(=O)Nc2ccc3c(c2)OCO3)OCc2cnnn2CCCC1=O	-423.7

Exported with bars between the fields: entries from further up
structure | NSD2 inh
COc1ccc(CN(C)C[C@@H]2OCCCC[C@H](C)Oc3ccc(NC(=O)Nc4c(C)noc4C)cc3C(=O)N([C@@H](C)CO)C[C@H]2C)cc1 | 3.2
COc1ccc(S(=O)(=O)N(C)C[C@H]2Oc3ccc(NS(C)(=O)=O)cc3CC(=O)N([C@@H](C)CO)C[C@H]2C)cc1 | -0.6
O=C(C[C@@H]1C[C@H]2c3cc(NC(=O)Cc4ccncc4)ccc3O[C@H]2[C@H](CO)O1)NCc1ccccn1 | -5.8
CNC[C@H]1Oc2ccc(NC(=O)Nc3ccc(OC)cc3)cc2CC(=O)N([C@H](C)CO)C[C@@H]1C | -1.8

(list continues)
SMILES	NSD2 inh
C[C@H](CO)N1C[C@H](C)[C@@H](CN(C)S(C)(=O)=O)Oc2cc(-c3ccc(F)cc3)ccc2S1(=O)=O	-1.2
COc1ccc(S(=O)(=O)N(C)C[C@@H]2Oc3c(NS(=O)(=O)c4ccc(F)cc4)cccc3C(=O)N([C@@H](C)CO)C[C@H]2C)cc1	4.1
C[C@@H]1CN([C@@H](C)CO)C(=O)Cc2cc(NC(=O)Cc3cn(C)c4ccccc34)ccc2O[C@@H]1CN(C)Cc1ccc(C(=O)O)cc1	4.5
C[C@@H]1CN([C@H](C)CO)C(=O)Cc2cc(NC(=O)CCCCCC(=O)Nc3ccccc3N)ccc2O[C@H]1CN(C)S(C)(=O)=O	-2.7
C[C@H](CO)N1C[C@H](C)[C@H](CN(C)C(=O)Nc2ccc3c(c2)OCO3)OCCCC[C@H](C)Oc2ccc(NS(C)(=O)=O)cc2C1=O	17.3
Cc1ccc(S(=O)(=O)Nc2ccc3c(c2)CC(=O)N([C@H](C)CO)C[C@@H](C)[C@@H](CN(C)C(=O)Nc2cccc4ccccc24)O3)cc1	-0.7
